Bioassay records: PubChem BioAssay, National Center for Advancing Translational Sciences (NCATS)
GLP1R cytotox = cytotoxicity in counter-screen for GLP-1R inverse agonists | AID 624418 | HEK293 cAMP-luciferase reporter cells, luminescence, 24 h | actives 0.13% (n = 410,000) | Potency, µM (titrated, usually from 38.3 µM), without a hit: at the top dose activity change, negative = inhibition, usual class: inhibitors;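 note: loss of luciferase light is scored as toxicity; potency is the fitted concentration of half-maximal effect; % is set by controls: 0 for no effect and ±100 for the full control effect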
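Compound-treated cells are incubated 24 hr at 37 deg C under 5% CO2 after a 12 hour attachment period, then luciferase detection reagent is added and luminescence is measured following 12 min at room temperature; lowered signal indicates toxicity.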
PTHR1 agonist = activates the human parathyroid hormone receptor PTHR1. Q03431. HEK293 GP2 PTHR1 cells, GloSensor cAMP luminescence, 1 h. Potency, µM (doses to about 115 µM), without a hit: at the highest dose activation, actives largely listed as activators. actives 0.075% (n = 410,000). AID 743266; note: potency is the fitted concentration of half-maximal effect; nearly all actives have a fitted effect of over 55% in size; some results filed as inactive show a strong effect at the top dose; inactives centre near -15; many of its hits are not listed in these tables
Target sequence (Q03431 whole entry, looked up): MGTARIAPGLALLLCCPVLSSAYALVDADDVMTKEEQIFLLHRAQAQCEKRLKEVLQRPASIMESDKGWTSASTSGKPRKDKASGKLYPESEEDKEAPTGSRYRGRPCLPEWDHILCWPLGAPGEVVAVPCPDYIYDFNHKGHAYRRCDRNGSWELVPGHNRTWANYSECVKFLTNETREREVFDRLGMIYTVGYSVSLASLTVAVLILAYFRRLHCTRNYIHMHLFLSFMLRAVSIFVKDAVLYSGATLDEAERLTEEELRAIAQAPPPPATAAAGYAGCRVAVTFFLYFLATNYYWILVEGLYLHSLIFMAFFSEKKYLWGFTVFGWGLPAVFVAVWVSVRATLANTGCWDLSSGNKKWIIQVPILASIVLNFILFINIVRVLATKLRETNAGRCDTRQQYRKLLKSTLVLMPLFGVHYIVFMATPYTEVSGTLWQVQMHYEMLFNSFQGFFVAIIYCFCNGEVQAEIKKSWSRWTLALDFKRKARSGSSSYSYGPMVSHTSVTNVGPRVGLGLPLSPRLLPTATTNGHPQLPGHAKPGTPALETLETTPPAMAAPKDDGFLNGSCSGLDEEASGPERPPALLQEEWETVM
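HEK-293-derived GP2 cells expressing PTHR1 and a GloSensor cAMP reporter, 3,000/well, plated overnight, given luciferin plus IBMX (each 0.5 mM as added) for 1 h at 37 °C, then compound for 1 h at 37 °C. Luminescence was read after 15 min at room temperature.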
aSyn yeast inh = rescues yeast growth from alpha-synuclein toxicity. Yeast expressing alpha-synuclein, growth rescue, BacTiter-Glo, 24 h. Potency, µM (top dose mostly 46.1 µM), inactives show at the highest dose growth rescue (activation), usual class: activators. actives 0.14% (n = 370,000); note: potency is the fitted concentration of half-maximal effect; % of control where 0% means no effect; nearly all actives have a fitted effect of over 65% in size
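Rescue of yeast growth: cells expressing toxic alpha-synuclein, induced in galactose at OD600 0.02, incubated with compound 24 h at 30 C. ATP luminescence quantified growth; inhibitors of toxicity appear as activators.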
GLP-1R inv ag = acts as inverse agonist at human GLP-1 receptor; P43220; HEK293 GLP-1R CRE-luciferase, luminescence, 24 h; GLP-1R form is constitutively active; Potency, µM (series often up to 38.3 µM), without a hit: at the highest dose activity change, negative = inhibition, actives largely listed as inhibitors; actives 1.6% (n = 410,000); AID 624417; note: potency is the fitted concentration of half-maximal effect; % is set by controls: 0 for no effect and ±100 for the full control effect; nearly all actives have a fitted effect of over 55% in size
Target sequence (P43220 whole entry, looked up): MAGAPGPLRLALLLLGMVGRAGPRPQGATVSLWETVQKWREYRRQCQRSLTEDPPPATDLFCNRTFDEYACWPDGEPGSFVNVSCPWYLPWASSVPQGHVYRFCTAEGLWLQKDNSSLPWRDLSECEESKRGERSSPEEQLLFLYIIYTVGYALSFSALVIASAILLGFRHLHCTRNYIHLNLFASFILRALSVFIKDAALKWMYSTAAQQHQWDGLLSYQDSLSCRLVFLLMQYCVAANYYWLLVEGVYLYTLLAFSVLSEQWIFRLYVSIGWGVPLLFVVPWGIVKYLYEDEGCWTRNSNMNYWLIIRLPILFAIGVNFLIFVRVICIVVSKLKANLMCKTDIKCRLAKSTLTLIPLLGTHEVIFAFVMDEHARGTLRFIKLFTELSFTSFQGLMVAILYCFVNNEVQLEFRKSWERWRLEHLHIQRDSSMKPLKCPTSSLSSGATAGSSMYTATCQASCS
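HEK293 cells stably co-expressing constitutively active GLP-1R and a cAMP-responsive luciferase reporter were seeded in DMEM with 10% Nu serum, given compounds after 12 h, and incubated 24 h at 37 deg C. Luminescence was then read.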
GLP-1R agonist = agonists of human GLP-1 receptor; P43220; HEK293 GLP-1R CRE-luciferase, luminescence, 4-6 h; cells express a hypersensitive GLP-1R form; actives 0.007% (n = 380,000); Potency, µM (top dose mostly 45.6 µM), for inactives: at the top dose activation, usual class: activators; note: potency is the fitted concentration of half-maximal effect; % of control where 0% means no effect
DRD3 agonist = agonists of human D3 dopamine receptor; P35462; actives 0.58% (n = 410,000); AID 652048; D3R DiscoveRx beta-arrestin cells, luminescence, 90 min; max activation, %; in the data active = max activation above about 30%; note: 0% is about no effect; mostly tested at two doses, the higher about 12 µM
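Agonist mode: compounds and dopamine controls were applied to plated cells for 90 min at 37 degrees C after an overnight attachment at 1500 cells/well. Luminescent read-out followed 30 - 60 minutes at room temperature with DiscoveRx detection reagent.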
TDP43 rescue = inhibitors of TDP-43 toxicity in yeast; TDP-43 expressing yeast growth rescue, BacTiter-Glo, 24 h; Potency, µM (doses to about 46.1 µM), for inactives: top-dose growth rescue (activation), hits mostly activators; actives 1.8% (n = 410,000); AID 652104; note: potency is the fitted concentration of half-maximal effect; % of control where 0% means no effect; nearly all actives have a fitted effect of over 50% in size
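Yeast cells expressing TDP-43 under galactose induction are exposed to compounds for 24 hr at 30 deg C. BacTiter-Glo luminescence measures growth, so protective compounds score as activators.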
D3 antag = blocks the human D3 dopamine receptor; D3R cells, DiscoveRx beta-arrestin luminescence, antagonist mode; active compounds read low; max response, negative = inhibition, %; actives 2.5% (n = 360,000); in the data active = max response below about -50%; inconclusive = no clear call, values can overlap the other calls; note: % is set by controls: 0 for no effect and ±100 for the full control effect; mostly tested at two doses, the higher about 12 µM
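Cells plated overnight at 1500 cells/well, then exposed to library compounds with dopamine controls for 90 minutes at 37 degrees C. DiscoveRx reagent added for 30–60 minutes at room temperature; luminescence read, quantitative HTS format.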
KB-V1 MDR tox = kills drug-selected multidrug resistant KB-V1 cells | KB-V1 MDR cells viability, CellTiter-Glo, 72 h | Potency, µM (titrated, usually from 46.1 µM), for the others: top-dose activity change, negative = cytotoxicity, usual class: cytotoxic | actives 3.4% (n = 400,000); note: potency is the fitted concentration of half-maximal effect; % is set by controls: 0 for no effect and ±100 for the full control effect; nearly all actives have a fitted effect of over 60% in size
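Luminescent ATP read-out (CellTiter-Glo, 10 min) measures survival of drug-selected KB-V1 MDR cells after 72 h, 37 degrees C compound exposure. Medium: phenol-red-free DMEM, 10% FBS. Values from fitted concentration-response curves.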
* marks the source's active call; other numbers are inactive results; & = joins results of further samples; [ ] = remark or other dose. Unless noted, calls come from the whole dose curve; as a rule, active = well fitted curve in the direction sought with a large enough effect; inconclusive = small, poorly fitted or top-dose-only effect, or another doubt; inactive = no such curve, though single readings can be large; an effect the other way counts as inactive or inconclusive.

Results for O=C(NCc1ccccc1)[C@@H]1CSC2c3ccccc3C(=O)N21 (stereo not given in full) ?
GLP1R cytotox: -2%; PTHR1 agonist: inactive; aSyn yeast inh: 8%; GLP-1R inv ag: 6%; GLP-1R agonist: -3%; DRD3 agonist: -3; TDP43 rescue: -2%; D3 antag: 6; KB-V1 MDR tox: 2%

How did COCCn1c(N)c(C(=O)NCC2CCCO2)c2nc3ccccc3nc21 (stereo not given) do in these assays?
PTHR1 agonist: inactive; aSyn yeast inh: 2%; GLP-1R inv ag: -15%; GLP-1R agonist: 7%; DRD3 agonist: 4; TDP43 rescue: 17%; D3 antag: 9; KB-V1 MDR tox: inconclusive

What do the screens show for `Cc1nc2ccccc2c(C)c1C(=O)c1ccccc1`?
GLP1R cytotox: 2%; PTHR1 agonist: -21%; aSyn yeast inh: 3%; GLP-1R inv ag: inconclusive; GLP-1R agonist: 3%; DRD3 agonist: -2; TDP43 rescue: 14µM*; D3 antag: 13; KB-V1 MDR tox: inconclusive

How did CCn1c(COc2ccc(C)cc2)nnc1SCC(=O)NNC(=O)c1ccc(OC)cc1 do in these assays?
GLP1R cytotox: 3%; PTHR1 agonist: -20%; aSyn yeast inh: 0%; GLP-1R inv ag: 16%; GLP-1R agonist: 1%; DRD3 agonist: 7; TDP43 rescue: 3%; D3 antag: -2; KB-V1 MDR tox: 27%

How did Cc1cc(C(=O)N(C2CCCCC2)C2CCCCC2)no1 do in these assays?
GLP1R cytotox: 5%; PTHR1 agonist: inactive; aSyn yeast inh: inconclusive; GLP-1R inv ag: -4%; GLP-1R agonist: 7%; DRD3 agonist: -10; TDP43 rescue: -6%; D3 antag: -12; KB-V1 MDR tox: inconclusive

Results for COc1ccc(NC(=O)CSc2nnc(-c3ccc(F)cc3)o2)cn1 ?
GLP1R cytotox: -6%; PTHR1 agonist: -22%; aSyn yeast inh: -4%; GLP-1R inv ag: 9%; GLP-1R agonist: -1%; DRD3 agonist: -1; TDP43 rescue: 3%; D3 antag: -23; KB-V1 MDR tox: 1%

Results for CCc1c(C(C)S(=O)(=O)c2ccc(C)cc2)[nH]c(=O)n1-c1ccc(OC(F)(F)F)cc1 (stereo not given) ?
GLP1R cytotox: -2%; PTHR1 agonist: -23%[57.5 µM]; aSyn yeast inh: -1%; GLP-1R inv ag: -25%; GLP-1R agonist: -7%; DRD3 agonist: -4; TDP43 rescue: -4%; D3 antag: 0; KB-V1 MDR tox: -3%

How did NNC(=O)c1ccc(CSc2nc3ccccc3s2)cc1 do in these assays?
GLP1R cytotox: 3%; PTHR1 agonist: -24%; aSyn yeast inh: -4%; GLP-1R inv ag: -28%; GLP-1R agonist: 25%; DRD3 agonist: 6; TDP43 rescue: -14%[1.82 µM]; D3 antag: 9; KB-V1 MDR tox: 3%

What do the screens show for `CN(C)S(=O)(=O)n1cc(/C=C(\NC(=O)c2ccccc2Cl)C(=O)NCCCn2ccnc2)c2ccccc21`?
GLP1R cytotox: -15%&-11%; PTHR1 agonist: -25%&-24%; aSyn yeast inh: -1%&0%; GLP-1R inv ag: inconclusive; GLP-1R agonist: 8%&9%; DRD3 agonist: -1&1; TDP43 rescue: 2%&-5%; D3 antag: 23; KB-V1 MDR tox: inconclusive

Results for COC(=O)c1scc(-c2ccc(C)cc2)c1S(=O)(=O)Nc1cc(Cl)ccc1C ?
GLP1R cytotox: -4%; PTHR1 agonist: 0%; GLP-1R inv ag: inconclusive; DRD3 agonist: -10; TDP43 rescue: 16%; KB-V1 MDR tox: -9%

Results for COC(=O)c1ccc(N2OC3(C)C=CC2CC3)cc1 (stereo not given) ?
GLP1R cytotox: 7%; PTHR1 agonist: inactive; aSyn yeast inh: 1%; GLP-1R inv ag: 22%; GLP-1R agonist: 3%; DRD3 agonist: -14; TDP43 rescue: 15%; D3 antag: 17; KB-V1 MDR tox: -12%

How did COc1cc(-c2nc3n(n2)C(c2ccncc2)C(C(N)=O)=C(C)N3)cc(OC)c1OC (stereo not given) do in these assays?
GLP1R cytotox: 0%; PTHR1 agonist: -7%[57.5 µM]; aSyn yeast inh: -4%; GLP-1R inv ag: 4%; GLP-1R agonist: -8%; DRD3 agonist: 1; TDP43 rescue: 2%; D3 antag: -26; KB-V1 MDR tox: 13%

Results for Cn1nnnc1SCc1ccccc1F ?
GLP1R cytotox: -13%; PTHR1 agonist: inactive; aSyn yeast inh: 1%; GLP-1R inv ag: 13%; GLP-1R agonist: 7%; DRD3 agonist: 2; TDP43 rescue: 0%; D3 antag: 15; KB-V1 MDR tox: 18%

What do the screens show for `Cc1cc(C(=O)CCC(=O)N2CCN(S(=O)(=O)c3cccs3)CC2)c(C)s1`?
GLP1R cytotox: 7%; PTHR1 agonist: 7%; aSyn yeast inh: 2%; GLP-1R inv ag: -23%; GLP-1R agonist: 0%; DRD3 agonist: -7; TDP43 rescue: 18%; D3 antag: -20; KB-V1 MDR tox: 0%

Results for COc1ccc(S(=O)(=O)N(C)C)cc1NC(=O)COC(=O)c1nc2nccc(C)n2n1 ?
GLP1R cytotox: 3%; PTHR1 agonist: inconclusive; aSyn yeast inh: -8%; GLP-1R inv ag: 9%; GLP-1R agonist: 1%; DRD3 agonist: 2; TDP43 rescue: 5%; D3 antag: -3; KB-V1 MDR tox: 26%

How did O=C(OCC(=O)c1ccc(Cl)s1)c1cnccn1 do in these assays?
GLP1R cytotox: 20%; PTHR1 agonist: inactive; aSyn yeast inh: -7%; GLP-1R inv ag: 7%; GLP-1R agonist: -25%; DRD3 agonist: 3; TDP43 rescue: 0%; D3 antag: 1; KB-V1 MDR tox: 1%

What do the screens show for `S=c1[nH]nc(-c2ccco2)n1/N=C/c1ccccc1Cl`?
GLP1R cytotox: -13%; PTHR1 agonist: inactive; aSyn yeast inh: 4%; GLP-1R inv ag: 21%; GLP-1R agonist: -4%; DRD3 agonist: -3; TDP43 rescue: inconclusive; D3 antag: -10; KB-V1 MDR tox: 11%

How did CCN(C(=O)CSc1nnnn1-c1ccccc1)c1c(N)n(Cc2ccccc2)c(=O)[nH]c1=O do in these assays?
GLP1R cytotox: 4%; PTHR1 agonist: inactive; aSyn yeast inh: 0%; GLP-1R inv ag: -17%; GLP-1R agonist: 1%; DRD3 agonist: -4; TDP43 rescue: -5%; D3 antag: 33; KB-V1 MDR tox: 4%

What do the screens show for `O=C1CC(c2ccccc2)CC2=C1C(c1ccccn1)Nc1ccccc1N2` (stereo not given)?
GLP1R cytotox: 3%; PTHR1 agonist: -7%[57.5 µM]; aSyn yeast inh: -7%; GLP-1R inv ag: -21%; GLP-1R agonist: -1%; DRD3 agonist: -28; TDP43 rescue: -13%; D3 antag: 33; KB-V1 MDR tox: -3%

How did C#CCOCCOCCOCCNc1nc(N2CCN(C(=O)[C@H](CCCN=C(N)N)n3cc(C(N)[C@@H](C)CC)nn3)CC2)nc(N2CCN(C(=O)[C@H](CO)n3cc([C@@H](N)C(C)C)nn3)CC2)n1 (stereo not given in full) do in these assays?
GLP1R cytotox: -10%; PTHR1 agonist: inactive; aSyn yeast inh: 0%; GLP-1R inv ag: 2%; GLP-1R agonist: -8%; DRD3 agonist: 0; TDP43 rescue: 18%; D3 antag: 3; KB-V1 MDR tox: 0%

What do the screens show for `COc1cc(OC)c(C(=O)Nc2ccncc2)cc1OC`?
GLP1R cytotox: 2%; PTHR1 agonist: -23%; aSyn yeast inh: -2%; GLP-1R inv ag: 26%; GLP-1R agonist: 18%; DRD3 agonist: -6; TDP43 rescue: 6%; D3 antag: 1; KB-V1 MDR tox: -3%

Results for O=C(NCc1ccc(Cl)cc1)c1cccc2c1C(=O)N(CC1CCCO1)C2 (stereo not given) ?
GLP1R cytotox: 0%; PTHR1 agonist: -13%; aSyn yeast inh: -5%; GLP-1R inv ag: inconclusive; GLP-1R agonist: 7%; DRD3 agonist: 1; TDP43 rescue: inconclusive; D3 antag: 5; KB-V1 MDR tox: inconclusive

What do the screens show for `O=c1c2ccccc2n2c(-c3cccc(Cl)c3)nnc2n1Cc1ccccc1`?
GLP1R cytotox: -18%; PTHR1 agonist: -3%; aSyn yeast inh: -7%; GLP-1R inv ag: -20%; GLP-1R agonist: 3%; DRD3 agonist: -4; TDP43 rescue: -5%; D3 antag: 2; KB-V1 MDR tox: -19%

What do the screens show for `CC(C)On1c(SC(C)C)nc2ccccc2c1=O`?
GLP1R cytotox: -6%; PTHR1 agonist: -2%; GLP-1R inv ag: 4%; GLP-1R agonist: -8%; DRD3 agonist: 3; TDP43 rescue: -3%; D3 antag: -3; KB-V1 MDR tox: 16%

How did COC(=O)c1ccccc1NC(=O)CSCC(=O)Nc1ccccc1OC do in these assays?
GLP1R cytotox: 11%; PTHR1 agonist: -12%[57.5 µM]; aSyn yeast inh: -5%; GLP-1R inv ag: 3%; GLP-1R agonist: -3%; DRD3 agonist: 17; TDP43 rescue: -14%; D3 antag: 16; KB-V1 MDR tox: 9.2µM*

How did NC(=O)C1CCN(C(=O)COc2cccc3ccccc23)CC1 do in these assays?
GLP1R cytotox: 10%; PTHR1 agonist: 2%; aSyn yeast inh: -1%; GLP-1R inv ag: 38%; GLP-1R agonist: 2%; DRD3 agonist: -1; TDP43 rescue: -29%; D3 antag: -13; KB-V1 MDR tox: 10%

The list is partial (hit frequency here may not be typical).
